High-throughput results (PubChem)
IkB sig inh – inhibitors of IkB signaling in ABC-DLBCL cells. ABC-DLBCL IkBa-CBG/CBR dual luciferase ratio, 4 h; response scale: scaled: untreated 0%, proteasome inhibitor 100%. Potency, µM (series often up to 57.1 µM), inactives show at the top dose IkBa stabilization activation. 0.04% of 110,000 active; active means well fitted curve in the direction sought with a large enough effect in the signal ratio, not every such curve was filed as active; inconclusive means small, poorly fitted or top-dose-only effect, or a change in a side signal; the % refers to the signal ratio;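 further: the direction sought is a rising ratio; 0% = basal untreated cells and 100% = reference inhibitor full response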
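Luminescence ratio of IκBα-fused green versus native red beetle luciferase in OCI-Ly3 cells, 4 h post-doxycycline with compound; red signal alone, scaled from basal (0%) to zero light (-100%), flagged nonspecific or cytotoxic effects.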
Peg3 imprint – induces erasure of genomic imprints in mouse ES cells | mouse ES Peg3-LacZ reporter, beta-gal luminescence, 40 h | Potency, µM (top dose mostly 60.7 µM), without a hit: at the highest dose activity change, positive = activation, usual class: activators | 0.02% of 110,000 active;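 further: 0% = negative control wells on the plate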
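Imprint erasure is scored as LacZ activity from the silenced maternal Peg3 allele in feeder-free female ES cells cultured 40 h with LIF. Luminescence is normalized to in-plate negative controls and fitted to the Hill equation.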
p53ts 39C tox – kills p53ts cells at the nonpermissive temperature; 1.5% of 130,000 active; H1299-p53A138V viability at 39C, ATP luminescence, 24 h; Potency, µM (highest dose often 46.1 µM), without a hit: at the top dose activity change, negative = cell killing, most hits filed as cytotoxic; AID 902; further: nearly all actives have a fitted effect of over 55% in size
p53ts 32C kill – p53ts cell cytotoxicity, permissive temperature | H1299-p53A138V at 32C, ATP luminescence viability, 24 h | Potency, µM (highest dose often 46.1 µM), for inactives: top-dose activity change, negative = cytotoxicity, usual class: cytotoxic | AID 924 | 0.93% of 130,000 active;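 further: 0% = DMSO and -100% = full killing by reference compound; nearly all actives have a fitted effect of over 55% in size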
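H1299-p53 A138V cells (temperature-sensitive p53) exposed 24 h to up to 46 uM compound at 32C, where p53 is wild-type in conformation. Viability read as ATP luminescence and normalised to DMSO and 100 uM tamoxifen. AC50 fitted with the Hill equation.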
* hit, by the source's call; ? = inconclusive; nt = no result given; & = joins results of further samples; [ ] = another dose, or the depositor's remark. Unless noted, the call rests on the fitted dose curve; in most records, active means well fitted curve in the direction sought with a large enough effect; inconclusive means small, poorly fitted or top-dose-only effect, or another doubt; inactive means no such curve, though single readings can be large; an effect the other way counts as inactive or inconclusive. Unless noted, on the % scale 0 is the no-effect control and ±100 the full control effect; potency means the concentration at half of the fitted maximal effect.

Letters – A = IkB sig inh; B = Peg3 imprint; C = p53ts 39C tox; D = p53ts 32C kill
O=C(O)CSc1ccc2ccccc2n1
  A: -14%	B: nt	C: -1%	D: -2%

O=C(c1ccco1)N1CCC2(CC1)CCN(c1ccc(-c3ccccc3)cc1)CC2
  A: -1.5%[11.4 µM]	B: nt	C: -11%	D: -6%

O=C(COC(=O)C1COc2ccccc2O1)Nc1ccc2c(c1)CCC2 (configuration not stated)
  A: -2.2%	B: -8%	C: 2%	D: -16%

COc1cccc2cc(-c3nc(Cl)c4c5c(sc4n3)CC(C)CC5)c(=O)oc12 (configuration not stated)
  A: -2.4%	B: -3%[10.9 µM]	C: 3%	D: 4%

CCCc1cc(=O)n2[nH]c(NCc3ccc(CC)cc3)nc2n1
  A: ?	B: -8%[10.9 µM]	C: 5%	D: -1%

CCCSc1nc2c(c(=O)n1-c1ccc(OCC)cc1)SCC2
  A: 0.7%	B: 4%	C: 12%	D: 7%

O=C(CSc1ncn[nH]1)c1ccc2c(c1)OCO2
  A: -0.2%	B: -46%[inhibitor]	C: 4%	D: -6%

CCCCn1c(CN2CCN(CCO)CC2)nc2ccccc21
  A: 1.2%	B: -11%	C: 5%	D: -5%

CCOC(=O)C(C(=O)OCC)c1cc(Br)c2noc3c2c1C(=O)c1ccccc1-3
  A: ?	B: -32%[inhibitor]	C: ?	D: ?

COc1ccc(CCNC(=O)CCCn2c(=O)c3ccccc3n(Cc3ccc(F)cc3Cl)c2=O)cc1OC
  A: ?	B: -5%[10.9 µM]	C: 13%	D: 3%

CC(=O)c1ccc(NC(=O)c2cnc(N3CCCC3)nc2C)cc1
  A: ?	B: -10%[10.9 µM]	C: -29%	D: -3%

Nc1ccccc1N1CCN(C(=O)c2ccccc2)CC1
  A: nt	B: nt	C: 15%	D: 1%

O=C(CN1c2ccccc2S(=O)(=O)c2ccccc21)Nc1cccc(C(F)(F)F)c1
  A: ?	B: -5%[10.9 µM]	C: -7%	D: 17%

CC(=O)N1CCOc2cc(S(=O)(=O)NCc3ccccc3Cl)c(C)cc21
  A: 10%	B: -13%[10.9 µM]	C: -5%	D: -11%

Cc1ccc(C(NC(=O)N2CCOCC2)C(Cl)(Cl)Cl)cc1F (configuration not stated)
  A: nt	B: nt	C: 0%	D: -3%

O=C1C(SCCO)=C(SCCO)C(=O)c2ccccc21
  A: ?	B: -74%&-73%[inhibitor]	C: 0.79µM*	D: 0.63µM*

CCN(C(=O)c1c(OC)cccc1OC)c1nnc(-c2cccnc2)s1
  A: -1.2%	B: -14%	C: -7%	D: -4%

COc1ccc(CNS(=O)(=O)c2ccc(N3CCCCS3(=O)=O)cc2)cc1
  A: 1.1%	B: -16%[10.9 µM]	C: -2%	D: -2%

CCC1CCCCN1CCCNC(=O)c1c(O)nc2cc(C)ccn2c1=O (configuration not stated)
  A: -1.4%	B: -15%[10.9 µM]	C: 3%	D: 3%

COCCNC(=O)c1nn(-c2ccc(C)cc2)c(=O)n(C)c1=O
  A: 1.2%	B: -8%[10.9 µM]	C: -2%	D: 0%

Cc1cccc(-n2c(SCC(N)=O)nc3c(oc4ccccc43)c2=O)c1
  A: -0.9%	B: 9%[10.9 µM]	C: -10%	D: 10%

O=C(Nn1cnnc1)C1Cc2ccccc2CN1S(=O)(=O)c1ccc(F)cc1 (configuration not stated)
  A: -0.6%	B: -3%	C: 21%	D: -1%

COc1cccc(-c2nnc3n2N=C(C(C)(C)C)CS3)c1
  A: nt	B: nt	C: 29%	D: 41%[activator]

CCCCn1c(=N)n(CC(O)COc2ccccc2)c2ccccc21 (configuration not stated)
  A: 0.3%	B: -13%	C: -25%	D: -16%

O=C(CCN1CCCCC1)NCC1OCCc2ccccc21 (configuration not stated)
  A: 1.0%	B: -6%	C: 7%	D: -2%

In a second layout: entries from further up.
Molecule	IkB sig inh	Peg3 imprint	p53ts 39C tox	p53ts 32C kill
CCOC(=O)C(C(=O)OCC)c1cc(Br)c2noc3c2c1C(=O)c1ccccc1-3	?	-32%[inhibitor]	?	?
COc1ccc(CCNC(=O)CCCn2c(=O)c3ccccc3n(Cc3ccc(F)cc3Cl)c2=O)cc1OC	?	-5%[10.9 µM]	13%	3%

The list goes on:
Letters – A = IkB sig inh; B = Peg3 imprint; C = p53ts 39C tox; D = p53ts 32C kill
COc1ccc(CCn2nnnc2C(C(C)C)N2CCN(c3ncccn3)CC2)cc1OC (configuration not stated)
  A: 0.3%	B: -15%	C: 15%	D: 0%

c1ccc(-c2cc(-c3cc(-c4ccccn4)[nH]n3)n[nH]2)nc1
  A: 3.4%[11.4 µM]	B: 0%[10.9 µM]	C: -2%[9.22 µM]	D: -10%[9.22 µM]

COc1cc(Cl)c(C)cc1NC(=O)c1cc(S(=O)(=O)N2CCCC2)ccc1F
  A: -0.2%	B: -10%[10.9 µM]	C: -25%	D: -4%

CN(Cc1ccco1)c1cc(-c2ccccc2Cl)ncn1
  A: 2.6%[11.4 µM]	B: 0%	C: -3%	D: 0%

CCOC(=O)N1CCC(N(CCCOC)C(=O)Nc2cccc(OC)c2)CC1
  A: 4.8%	B: -14%	C: -7%	D: 9%

CCOC(=O)N1CCN(C(=O)C2CCN(Cc3nc(-c4ccccc4C)oc3C)CC2)CC1
  A: 0.1%	B: -12%	C: 7%	D: -1%

Clc1cccc(CNCCCSc2nnnn2-c2ccccc2)c1
  A: -0.9%	B: -16%[10.9 µM]	C: -5%	D: -14%

Cc1ccc(N(CC(=O)Nc2ccc(F)c(Cl)c2)S(=O)(=O)c2c(C)noc2C)cc1
  A: ?	B: -25%	C: ?	D: -8%

O=P(O)(CN1CCCCC1)CN1CCCCC1
  A: -0.3%	B: 7%	C: 3%	D: 3%

CCOC(=O)c1cn(CC)c2ccc(S(=O)(=O)N3CC(C)CC(C)C3)cc2c1=O (configuration not stated)
  A: 0.2%	B: -9%	C: -5%	D: 2%

CC(=O)ON1C(C)(C)CC(OC(=O)c2ccccc2)CC1(C)C
  A: 1.2%	B: -12%	C: -3%	D: -3%

Cc1ccccc1Cn1c2ccccc2c2cnn(CC(=O)NC(C)CCc3ccccc3)c(=O)c21 (configuration not stated)
  A: ?	B: -10%[10.9 µM]	C: -13%	D: -26%

CCn1c(=O)c2sccc2n2c(CCCC(=O)Nc3ccc(Oc4ccccc4)cc3)nnc12
  A: ?	B: 14%[10.9 µM]	C: 2%	D: ?

COc1ccc(S(=O)(=O)c2c(SC)nn(CC(=O)Nc3cccc(C)c3C)c2N)cc1
  A: ?	B: 6%[10.9 µM]	C: -15%	D: 2%

CCCCOC(=O)C(C#N)c1nc2ccccc2nc1N1CCOCC1 (configuration not stated)
  A: -1.2%	B: 4%	C: 0%	D: 5%

COC(=O)[C@H](C)NC(=O)Nc1ccc(OC(F)(F)F)cc1
  A: -0.8%	B: 17%	C: 7%	D: -1%

CCOC(=O)CSc1nc2ccccc2c(=O)n1C1CCCC1
  A: 0.3%	B: 1%	C: 5%	D: 14%

COc1ccc(C2C=C(c3ccccc3)Nc3nc(NC(=O)/C=C/c4ccccc4Cl)nn32)cc1 (configuration not stated)
  A: -0.4%	B: -9%[10.9 µM]	C: -18%	D: 6%

O=C(NCCc1ccccc1)c1cnc2sc(N3CCCC3)nn2c1=O
  A: -1.3%	B: 7%[10.9 µM]	C: -23%	D: -2%

COc1ccc(CCn2c(=O)c3cccnc3n(CC(=O)Nc3cccc(C)c3)c2=O)cc1OC
  A: ?	B: -3%[10.9 µM]	C: 14%	D: -4%

Cn1c(=O)c2c(ncn2CC(=O)N/N=C/c2ccco2)n(C)c1=O
  A: nt	B: nt	C: 11%	D: -8%

O=C(c1[nH]o[n+](=O)c1C(=O)c1csc2ccccc12)c1csc2ccccc12
  A: 9.2%[11.4 µM]	B: nt	C: ?	D: 8%[9.22 µM]

COc1ccc(NC(=S)N/N=C2\CC(C)(C)Oc3ccc(O)cc32)cc1
  A: nt	B: nt	C: ?	D: -16%

Sorted by molar mass (smallest number first): part of the list above.
Letters – A = IkB sig inh; B = Peg3 imprint; C = p53ts 39C tox; D = p53ts 32C kill
O=P(O)(CN1CCCCC1)CN1CCCCC1
  A: -0.3%	B: 7%	C: 3%	D: 3%

CCCCOC(=O)C(C#N)c1nc2ccccc2nc1N1CCOCC1 (configuration not stated)
  A: -1.2%	B: 4%	C: 0%	D: 5%

CCOC(=O)N1CCC(N(CCCOC)C(=O)Nc2cccc(OC)c2)CC1
  A: 4.8%	B: -14%	C: -7%	D: 9%

CCOC(=O)N1CCN(C(=O)C2CCN(Cc3nc(-c4ccccc4C)oc3C)CC2)CC1
  A: 0.1%	B: -12%	C: 7%	D: -1%

CCn1c(=O)c2sccc2n2c(CCCC(=O)Nc3ccc(Oc4ccccc4)cc3)nnc12
  A: ?	B: 14%[10.9 µM]	C: 2%	D: ?

Not a hit list; any-hit rate near 1.8%.
